Bioassay records deposited in PubChem by several laboratories.
SIAH1 antagonists: Siah-1 peptide-binding antagonists, primary screen, biochemical, fluorescence polarization, rhodamine-plectin, uHTS (AID 1817); displacement, % at 20 µM; hits with a dose series show IC50 in µM; Siah-1 / rhodamine-plectin peptide fluorescence polarization; higher % means a stronger effect; actives 0.02% (n = 290,000);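 active = displacement of at least 50% at 20 µM, with a fluorescence ratio check between 0.3 and a set limit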;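 note: plate controls were Siah plus tracer with DMSO for no effect and tracer alone without Siah for full effect; strong numbers were not always called active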
NTR1 agonist: agonists of NTR1, primary screen, imaging, U2OS cells, beta-arrestin-GFP, high content (AID 493036) | P30989 | NTR1-U2OS beta-arrestin-GFP spot imaging, agonist mode | activation, % at 20 µM | actives 0.17% (n = 330,000);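 active = activation at or above 40% of the spot to cytoplasm intensity ratio, with at least 20 cells analyzed; inconclusive = wells under 20 cells, flagged as cytotoxic or low count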;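 note: 0% = DMSO without peptide and 100% = 100 nM NTR1 peptide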
Target sequence (P30989 whole entry, looked up): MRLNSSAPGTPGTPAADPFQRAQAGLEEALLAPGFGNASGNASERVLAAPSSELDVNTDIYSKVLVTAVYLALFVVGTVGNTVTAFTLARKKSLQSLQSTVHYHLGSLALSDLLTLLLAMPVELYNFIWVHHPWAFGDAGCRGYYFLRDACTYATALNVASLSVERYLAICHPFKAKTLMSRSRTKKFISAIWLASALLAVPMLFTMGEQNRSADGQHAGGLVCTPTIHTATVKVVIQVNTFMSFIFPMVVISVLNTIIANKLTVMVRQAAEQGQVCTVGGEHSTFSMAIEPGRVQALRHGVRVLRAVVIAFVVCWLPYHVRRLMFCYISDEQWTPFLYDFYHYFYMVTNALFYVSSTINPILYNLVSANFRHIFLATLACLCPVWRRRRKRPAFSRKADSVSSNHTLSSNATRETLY
AID2073: inhibitors of Mint1-CaV2.2 protein interaction, biochemical, HTRF (AID 2073). HTRF protein-protein interaction, Mint1-CaV2.2; higher % means a stronger effect. one-dose inhibition, % at 20 µM; IC50 in µM for titrated hits. actives 0.19% (n = 290,000); in the data active = inhibition mostly above about 51%, no sharp cut-off; inconclusive = no clear call, values can overlap the other calls; inactive = mostly below about 53%; note: some results filed as inactive read as strong as hits
GPR55 activation: selective activators of receptor GPR55 – imaging, U2OS cells, beta-arrestin-GFP redistribution, primary screen (AID 1961) | U2OS GPR55 beta-arrestin-GFP redistribution imaging; higher % means a stronger effect | activation, % at 10 µM; hits with a dose series show EC50 in µM | actives 0.048% (n = 290,000);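 active = activation above 40% with more than 50 cells counted in the well; inconclusive = wells holding fewer than 50 cells, flagged as toxic or sparse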;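 note: U2OS osteosarcoma cells stably expressing GPR55 and beta-arrestin-GFP; plate controls were DMSO negative control for no effect and LPI positive control for full effect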
HIV fusion peptide: inhibitors of HIV fusion peptide binding, primary screen, biochemical, uHTS, fluorescence dequenching (AID 1986); cell-free peptide binding, fluorescence dequenching, 30 min; higher % means a stronger effect; inhibition, % at 20 µM, or IC50 in µM where a hit was titrated; actives 0.3% (n = 290,000); in the data active = inhibition mostly above about 52%, no sharp cut-off; inactive = mostly below about 76%; note: some results filed as inactive read as strong as hits
NS5 inhibitors: Dengue-2 NS5 methyltransferase inhibitors, primary screen, biochemical, confirmation dose response (AID 588689); actives 0.3% (n = 340,000); inhibition, % at 25 µM, or IC50 in µM where a hit was titrated; Dengue-2 NS5 methyltransferase capping enzyme assay, biochemical; higher % means a stronger effect; in the data active = a potency from the dose series; inconclusive = inhibition above about 29% without an active follow-up result
K1F lysis inhibition: inhibition of K1F phage lysis, E. coli UTI89, bacterial capsule biogenesis inhibitors, alamar blue (AID 488966); one-dose inhibition, % at 100 µM; IC50 in µM for titrated hits; E. coli UTI89 K1F phage lysis, alamar blue, 2 h; higher % means a stronger effect; actives 0.02% (n = 340,000);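 active = phage lysis inhibition, versus mean bacterial control, above a set limit; inconclusive = no clear call, values can overlap the other calls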;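 note: capsule biogenesis inhibitors block K1F phage lysis so surviving cells raise fluorescence; higher fluorescence means more inhibition of phage lysis; actives were called in the ten point dose series up to 300 µM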
GPR55 antagonists: GPR55 antagonists blocking LPI-driven arrestin recruitment, primary screen, imaging, U2OS, beta-arrestin-GFP, LPI agonist (AID 2013) | U2OS GPR55 beta-arrestin-GFP translocation imaging, LPI antagonism; higher % means a stronger effect | one-dose inhibition, % at 10 µM; IC50 in µM for titrated hits | actives 0.13% (n = 290,000);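 active = spots per cell inhibited over 60%, with over 100 cells counted and total cytoplasm intensity under 500,000; inconclusive = wells with under 100 cells, flagged as likely toxic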;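 note: U2OS cells stably carrying GPR55 and arrestin-GFP stimulated by 5 µM LPI near EC80; imaged beta-arrestin-GFP aggregate spots per cell after agonist stimulation; plate controls were LPI-stimulated DMSO wells for no effect and DMSO wells without LPI for full effect; some results filed as inactive read as strong as hits; confirmed hits need IC50 under 10 µM and bright autofluorescent wells are also inconclusive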
GPR35 antagonists: inhibition of zaprinast-stimulated GPR35 beta-arrestin translocation – imaging, U2OS, beta-arrestin-GFP, zaprinast agonist, primary screen (AID 2058) | U2OS GPR35 beta-arrestin-GFP translocation imaging, zaprinast antagonism; higher % means a stronger effect | actives 0.052% (n = 290,000) | inhibition, % at 10 µM, or IC50 in µM where a hit was titrated;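 active = inhibition of at least 50% with at least 30 cells and total cytoplasm GFP at most 10,000,000; inconclusive = under 30 cells or total GFP of 10,000,000 plus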
NTR1 agonist cell count 20 µM: further read-out of NTR1 agonist, marked with its call; cell count; measured here: cell count, cytotoxicity flag
An asterisk follows results filed as active; i = inactive; ? = inconclusive; / = not tested or not shown; [ ] = another dose, or the depositor's remark.

SMILES	SIAH1 antagonists	NTR1 agonist	NTR1 agonist cell count 20 µM	AID2073	GPR55 activation	HIV fusion peptide	NS5 inhibitors	K1F lysis inhibition	GPR55 antagonists	GPR35 antagonists
O=S(=O)(Nc1ccncc1)c1ccc(Cl)c(Cl)c1	1.7%	0.3	47	12.1%	-0.2%	-0.2%	-1.7%	0.2%	-15.6%	-0.1%
CC1CCCN(C(=O)CCCC(=O)N2CCCC(C)C2)C1 (configuration not stated)	10.0%	0.7	63	-12.9%	0.4%	-0.7%	-2.6%	1.9%[50 µM]	8.5%	-6.1%
CN1CCN(NC(=O)COc2cccc(C(F)(F)F)c2)CC1	-0.7%	0.5	70	9.0%	0.0%	1.2%	-9.6%	0.3%	1.1%	14.3%
CC(=O)Nc1cccc(NC(=O)C2CC3CCC2C3)c1 (configuration not stated)	0.2%	-1.1	51	-16.9%	0.3%	-2.2%	-1.4%	0.3%	8.2%	13.7%
COc1ccc(/C=C/c2nnc(NC(=O)COc3cccc(C)c3)s2)cc1	4.0%	7.7	53	26.9%	0.8%	2.4%	-0.7%	3.9%	11.3%	-1.6%
C=CCNC(=O)CSCc1ccc(Br)cc1	-2.0%	-0.9	33	-3.3%	0.5%	-0.3%	5.4%	0.0%	-6.3%	-4.7%
Cc1cc2ccccc2n2c(SCC(=O)N3CCN(C(=O)c4ccco4)CC3)nnc12	-1.4%	/	/	-9.3%	-0.2%	0.9%	/	/	4.2%	3.3%
COC(=O)c1sccc1NC(=S)N(C)C1CCCCC1	6.4%	5.9	63	-10.3%	-0.4%	1.5%	-5.8%	0.1%	14.1%	-15.4%
CC(C)N(CCc1ccncc1)C(=S)Nc1cccc(Cl)c1	0.7%	-0.1	64	-10.8%	0.4%	-2.6%	-8.5%	5.9%[50 µM]	6.2%	4.9%
Cc1nnc(SCC(=O)NC(=O)NCc2ccco2)s1	1.5%	2.6	45	-6.4%	0.0%	-0.7%	-6.1%	0.8%	-9.7%	3.9%
O=C(CCNC(=O)c1ccccc1Cl)Nc1nccs1	-3.3%	0.0	40	0.4%	0.5%	-0.6%	-2.5%	1.2%	9.8%	-9.7%
COCCN1C(=O)c2ccc(C(=O)Nc3cccnc3)cc2C1=O	-4.2%	0.2	88	23.5%	-0.1%	0.2%	4.9%	0.0%[50 µM]	9.3%	-3.5%
COc1ccc(NC(=O)Cn2nnc(-c3ccccc3NC(=O)c3cccs3)n2)cc1	-2.5%	17.0	43	12.8%	0.1%	-0.9%	-1.6%	0.4%	-3.7%	-10.0%
O=C(Cn1c(NCCCO)nc2ccccc21)c1cccc(Br)c1	-1.7%	-0.3	71	9.4%	-0.1%	1.5%	0.4%	0.1%	10.4%	-0.2%
COc1ccc(N2CC(O)(c3ccc(C)cc3)[N+]3=C2CCCC3)cc1 (configuration not stated)	0.9%	0.0	57	-7.5%	1.2%	2.8%	-2.2%	0.2%	20.4%	-3.3%
CCOCCCNC(=O)C(NC(=O)c1ccccn1)c1ccc(C)cc1 (configuration not stated)	0.3%	0.4	42	-5.3%	-0.3%	2.8%	-5.8%	i	-1.5%	-5.1%
O=C(COc1ccc(S(=O)(=O)N2CCOCC2)cc1)N1CCN(c2ccccc2)CC1	-4.7%	1.0	55	5.0%	0.9%	0.8%	-1.0%	0.0%	-3.1%	-12.2%
CC(=O)c1c(N2CCN(c3ccc(F)cc3)CC2)nc(=S)n(-c2ccccc2)c1C	6.2%	3.1	46	2.0%	-0.1%	4.4%	-2.6%	-0.9%[50 µM]	13.5%	0.4%
CC(C)(C)NC(=O)c1ccc2c(c1)C(=O)N(C1CCCCC1)C2=O	1.9%	0.4	88	2.3%	0.3%	-1.8%	-4.8%	3.1%	3.4%	-3.9%
CCOC(=O)C1CCN(C(=O)C2CCN(c3nc4ccc(OC)cc4s3)CC2)CC1	4.8%	-0.3	89	11.2%	-0.1%	2.2%	2.4%	-0.6%	8.6%	-1.6%
CC(=O)N1c2ccc(S(=O)(=O)NCCC(=O)Nc3ccc(F)cc3C)cc2CC1C (configuration not stated)	-5.5%	0.7	54	9.8%	-0.1%	-0.6%	-5.3%	-0.1%	0.0%	-3.5%
CN(c1cccc(NC(=O)c2ccc(N(C)S(=O)(=O)c3ccccc3)cc2)c1)S(C)(=O)=O	5.2%	2.1	49	5.1%	-0.1%	6.7%	-9.9%	-2.0%	-0.1%	-10.3%
NC(=S)c1ccc(C(N)=S)o1	-2.1%	-1.4	46	-13.2%	-0.1%	2.7%	4.9%	-0.5%	-2.7%	2.3%
Cc1ccc(S(=O)(=O)Nc2ccc(N=Nc3ccc(O)cc3)cc2)cc1	-3.7%	0.4	85	-8.2%	-0.2%	-1.8%	1.8%	-0.4%	9.5%	-17.0%
N#CCCN(C(=O)COC(=O)c1ccc2c(=O)n3c(nc2c1)CCC3)c1ccccc1	-2.3%	0.0	40	-5.8%	-0.3%	-2.3%	-3.7%	-1.3%	-4.2%	4.1%

Following part
SMILES	SIAH1 antagonists	NTR1 agonist	NTR1 agonist cell count 20 µM	AID2073	GPR55 activation	HIV fusion peptide	NS5 inhibitors	K1F lysis inhibition	GPR55 antagonists	GPR35 antagonists
COCCN(C(=O)c1csnn1)C(C(=O)NC1CCCCC1)c1cccs1 (configuration not stated)	-2.6%	4.5	58	-0.4%	-0.4%	-1.3%	-4.8%	0.2%	14.4%	13.8%
COc1ccc(CCNC(=O)c2cc3c(=O)n4cccc(C)c4nc3n(CCCN3CCOCC3)c2=N)cc1	8.1%	4.5	78	10.4%	-0.1%	0.0%	?	0.0%	-1.0%	-2.4%
COc1ccc2c(C)c(CC(=O)N3CCN(C(=O)C4COc5ccccc5O4)CC3)c(=O)oc2c1 (configuration not stated)	0.0%	-0.3	54	25.5%	-0.1%	1.1%	7.2%	-0.3%	10.9%	1.9%
CC(=C\C(=O)O)/C(=C/c1ccccc1)C(=O)O	-1.2%	-3.2	84	-2.0%	-0.1%	-2.0%	-7.8%	0.4%	9.0%	-2.7%
Cc1ccc2cc(CCNC(=O)c3ccc(S(=O)(=O)N4CCOCC4)cc3)c(=O)[nH]c2c1	-3.2%	-1.0	68	5.2%	-0.1%	1.1%	13.4%	0.0%	-7.2%	11.5%
O=C(CN1CCN(c2ccccn2)CC1)Nc1cccc(Cl)c1Cl	-0.3%	3.2	106	-7.1%	-0.1%	-0.4%	-2.0%	1.8%[50 µM]	-3.4%	8.2%
CCOC(=O)c1sc(=S)n(C)c1NC(=O)c1ccc(F)cc1	-2.2%	1.0	69	-17.4%	-0.5%	0.8%	6.5%	0.0%	8.3%	-11.5%
Nc1ncnc(Sc2ccc(Cl)cc2)c1[N+](=O)[O-]	3.1%	/	/	6.5%	0.2%	-3.2%	1.1%	3.6%	2.6%	/
NNC(=O)Cn1c(-c2ccccn2)nc2ccccc21	12.9%	-1.0	100	1.9%	-0.3%	1.5%	3.3%	0.2%	-1.5%	-10.2%
Cc1nnsc1C(=O)N/N=C/c1ccc(OC(F)(F)F)cc1	17.0%	2.9	69	17.9%	-0.3%	-1.4%	-5.1%	0.2%	16.4%	8.4%
COc1ccccc1NC(=O)CCN1CCCCCC1	1.4%	-0.8	52	-9.2%	0.4%	2.3%	-0.7%	0.3%	18.0%	7.7%
CSc1cccc(NC(=O)C2(S(=O)(=O)c3ccc(C)cc3)CC2)c1	-3.1%	0.3	59	-9.3%	0.4%	-0.2%	-5.6%	0.0%	-13.4%	-8.4%
COc1ccc(NC(=O)CSc2nnc(Cc3cccn3C)n2-c2ccc(F)cc2)cc1OC	1.7%	-1.8	72	16.0%	1.0%	-1.2%	1.4%	4.5%	-6.1%	-0.6%
Nc1ccc(S(=O)C(F)(F)F)cc1 (configuration not stated)	0.9%	-1.5	69	2.1%	-0.4%	0.6%	-9.8%	0.1%	3.2%	6.2%
CN(CC(=O)Nc1ccc(SC(F)F)cc1)C1CCCCC1	1.3%	-0.7	29	2.2%	-0.1%	0.4%	-6.1%	-0.4%	8.2%	12.6%
Cc1cc(C)cc(NC(=O)c2cc3c(=O)n4ccccc4nc3s2)c1	4.3%	3.9	56	21.6%	0.6%	1.6%	0.0%	0.1%	7.9%	-5.6%
CC(C)(C)NC(=S)N1CCC(C(=O)c2ccc(Cl)cc2)CC1	0.2%	1.2	55	-1.7%	0.3%	-0.3%	/	-0.2%	2.2%	3.7%
CCCOc1ccc(C2C(=O)N(C3CCCCCC3)CC(=O)N2Cc2ccco2)cc1OC (configuration not stated)	1.4%	1.0	94	-0.9%	-0.1%	-2.1%	-0.7%	-0.3%	13.4%	1.4%
COc1ccc(Nc2nc(NCC3CCCO3)nc(N)c2[N+](=O)[O-])cc1 (configuration not stated)	0.9%	3.7	35	19.0%	0.1%	-1.7%	-7.8%	1.0%	13.8%	11.2%
CCc1cc(=O)oc2cc(C)cc(OCC(=O)NCCCn3ccnc3)c12	5.1%	1.8	61	16.4%	0.1%	-1.2%	-9.8%	0.1%	5.3%	-10.4%
COc1ccc(C(=O)NCCNC(=O)c2ccccn2)cc1	-1.7%	0.1	53	1.9%	0.0%	0.8%	-7.4%	0.1%	-8.5%	-5.7%
O=C(CSc1nnc(NC(=O)c2ccccc2[N+](=O)[O-])s1)NC1CCCC1	1.2%	0.3	55	-1.4%	-0.1%	2.5%	-4.7%	0.1%	7.9%	9.4%
CC(=O)N/C(=C\c1ccc(F)cc1)C(=O)NC(C(=O)O)C(C)C (configuration not stated)	3.1%	0.1	43	3.9%	0.5%	1.9%	3.7%	0.8%	4.7%	7.2%
Cc1nn(-c2ccccc2)c2sc(C(=O)C(C#N)c3ccccn3)cc12 (configuration not stated)	2.3%	/	/	35.1%	0.2%	-1.3%	/	/	-9.6%	4.6%
Cc1cc(C)cc(-n2c(C)cc(C(=O)CSc3nnnn3C)c2C)c1	0.3%	1.6	76	-9.9%	0.2%	1.7%	-3.4%	0.2%[50 µM]	26.4%	13.2%
O=C(CCCCCn1c(=S)[nH]c2ccccc2c1=O)NCc1ccc2c(c1)OCO2	5.8%	3.0	77	-32.5%	0.8%	-4.5%	-2.6%	2.6%	15.2%	-6.5%

Not a hit list. Share with any hit: about 1.2%.
